Source: PubChem BioAssay (National Center for Advancing Translational Sciences (NCATS))
RXFP1 agonist: activates the human relaxin receptor RXFP1; Potency, µM (highest dose often 57.5 µM), inactives show at the top dose activation, actives largely listed as activators; HEK293T-RXFP1 cAMP TR-FRET, 30 min; response scale: percent of porcine relaxin response, buffer zero; hit rate 0.3% among 370,000; further: potency means the concentration at half of the fitted maximal effect; on the % scale 0 is the no-effect control and ±100 the full control effect; nearly all actives have a fitted effect of over 60% in size; many of its hits are not listed in these tables
Target sequence (Q9HBX9 whole entry, looked up): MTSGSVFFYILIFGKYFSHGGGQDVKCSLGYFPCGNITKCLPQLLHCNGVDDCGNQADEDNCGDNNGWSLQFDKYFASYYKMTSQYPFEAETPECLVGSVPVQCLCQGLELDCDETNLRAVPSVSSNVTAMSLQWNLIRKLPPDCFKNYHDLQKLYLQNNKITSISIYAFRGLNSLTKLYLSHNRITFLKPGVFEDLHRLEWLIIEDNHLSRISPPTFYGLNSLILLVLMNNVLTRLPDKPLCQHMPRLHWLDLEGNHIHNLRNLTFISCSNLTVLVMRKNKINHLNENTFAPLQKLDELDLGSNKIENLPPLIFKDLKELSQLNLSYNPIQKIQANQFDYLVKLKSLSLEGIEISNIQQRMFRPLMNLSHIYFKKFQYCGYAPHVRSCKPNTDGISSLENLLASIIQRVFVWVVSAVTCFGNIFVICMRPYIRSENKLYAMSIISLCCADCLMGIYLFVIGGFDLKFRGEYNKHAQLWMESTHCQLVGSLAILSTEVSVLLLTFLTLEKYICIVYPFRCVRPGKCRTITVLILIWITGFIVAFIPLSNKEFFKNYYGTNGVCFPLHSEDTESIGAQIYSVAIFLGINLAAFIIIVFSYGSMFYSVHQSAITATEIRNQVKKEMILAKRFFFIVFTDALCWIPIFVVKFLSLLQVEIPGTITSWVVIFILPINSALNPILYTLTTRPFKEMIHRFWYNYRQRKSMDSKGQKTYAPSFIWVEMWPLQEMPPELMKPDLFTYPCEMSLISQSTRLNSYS
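HEK293 cells stably expressing RXFP1, treated 30 min at 37C with compounds plus PDE4 inhibitor Ro 20174; cAMP measured by HTRF TR-FRET. Normalized to buffer and 29 nM porcine relaxin; EC50 by Hill fit.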
LDHA block: LDHA (human) enzyme inhibition; hit rate 0.15% among 480,000; purified LDHA, NADH/diaphorase-resazurin fluorescence; active compounds read low; activity change, % (values are at about 110 or 230 µM); in the data active means activity change below about -30%; inconclusive means mostly about -25% to -30%;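 further: plate controls were DMSO wells for no effect and wells without enzyme for full effect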
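Human LDH5 (2 nM) was incubated with 0.06 mM NADH and 0.2 mM pyruvate for 5 min at room temperature in Tris pH 7.4. Remaining NADH was coupled through diaphorase/resazurin, and resorufin fluorescence was read at 0 and 20 min.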
Vif-APOBEC3F blk: Vif-A3F binding inhibition. HeLa A3F-eYFP + Vif (tagged APOBEC3F with the HIV-1 protein that degrades it), YFP fluorescence increase. Potency, µM (top dose mostly 46.1 µM), without a hit: top-dose activity, negative = active. hit rate 0.2% among 390,000; further: potency means the concentration at half of the fitted maximal effect; % of control where 0% means no effect; nearly all actives have a fitted effect of over 65% in size
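HeLa cells stably expressing Vif plus C-terminally eYFP-tagged A3F were seeded, incubated overnight at 37 deg C, dosed with compound, incubated overnight again at 37 deg C. Yellow fluorescence (Ex 488/Em 500-530) reported blocked Vif-mediated A3F-eYFP degradation.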
IDH1 R132H inh: human IDH1 R132H inhibition; AID 602179; Potency, µM (doses to about 76.6 µM), for the others: at the highest dose activity change, negative = inhibition, actives largely listed as inhibitors; O75874; hit rate 0.093% among 390,000; IDH1-R132H enzyme, NADPH consumption, diaphorase/resazurin fluorescence; further: potency means the concentration at half of the fitted maximal effect; on the % scale 0 is the no-effect control and ±100 the full control effect; nearly all actives have a fitted effect of over 65% in size
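IDH1-R132H (0.5 ug/mL) preincubated 30 min with compound, then NADPH (0.016 mM) and alpha-KG (2 mM) added; 80 min at RT, pH 7.5. Remaining NADPH coupled via diaphorase/resazurin to fluorescence (540/590 nm); concentration-response curves normalized to no-enzyme control.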
GRP78 ERSR act: induces the endoplasmic reticulum stress response in human glioma cells | Potency, µM, inactives show at the highest dose activation, most hits filed as activators | U87-MG GRP78 promoter luciferase reporter, 16 h | hit rate 0.02% among 420,000 | AID 602332; further: potency means the concentration at half of the fitted maximal effect; series mostly up to about 76 µM; % of control where 0% means no effect; nearly all actives have a fitted effect of over 35% in size
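Stably transfected U87-MG glioma cells carrying a GRP78-based luciferase sensor; 16 h compound incubation. Luminescence end-point read 10 min after Bright-Glo addition at room temperature.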
Vif-A3G inh: inhibitors of Vif-APOBEC3G interaction. HeLa A3G-eYFP + Vif (tagged APOBEC3G with the HIV-1 protein that degrades it), YFP fluorescence, overnight. Potency, µM (doses to about 46.1 µM), without a hit: top-dose activity, negative = active, hits mostly inhibitors. hit rate 0.076% among 410,000;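 further: potency means the concentration at half of the fitted maximal effect; on the % scale 0 is the no-effect control and ±100 the full control effect; nearly all actives have a fitted effect of over 60% in size; hits raise eYFP signal because A3G escapes Vif-driven loss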
Target sequence (Q9HC16 whole entry, looked up): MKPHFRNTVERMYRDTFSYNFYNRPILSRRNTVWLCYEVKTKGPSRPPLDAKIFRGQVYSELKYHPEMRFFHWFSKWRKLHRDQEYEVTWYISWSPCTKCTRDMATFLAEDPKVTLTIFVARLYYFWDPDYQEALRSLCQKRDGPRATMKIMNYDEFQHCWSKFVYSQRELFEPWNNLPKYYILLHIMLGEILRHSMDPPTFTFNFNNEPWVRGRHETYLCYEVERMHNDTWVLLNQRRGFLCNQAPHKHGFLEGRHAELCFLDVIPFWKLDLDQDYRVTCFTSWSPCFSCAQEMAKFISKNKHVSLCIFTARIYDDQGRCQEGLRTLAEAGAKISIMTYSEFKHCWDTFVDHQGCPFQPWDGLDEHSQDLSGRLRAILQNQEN
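HeLa cells stably expressing Vif and C-terminally eYFP-tagged A3G, seeded overnight at 37 deg C, then exposed to compound by pintool overnight at 37 deg C. Rise in yellow fluorescence (Ex 488/Em 500-530, Acumen) marks blocked Vif-driven A3G degradation.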
USP1 inh: blocks the human USP1/UAF1 deubiquitinase complex. O94782. Potency, µM (doses to about 57.1 µM), without a hit: at the top dose activity change, negative = inhibition, actives largely listed as inhibitors. hit rate 0.23% among 390,000. AID 743255. recombinant USP1/UAF1, Ub-Rhodamine cleavage fluorescence; further: potency means the concentration at half of the fitted maximal effect; on the % scale 0 is the no-effect control and ±100 the full control effect; nearly all actives have a fitted effect of over 60% in size; inactives centre near -12
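In this screen, compounds sit with the deubiquitinase complex (1nM) for 15 min at room temperature before Ub-Rho is added at 150nM final. Fluorescence rise is then followed for 6 reads every 60 seconds.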
PI4K2A block: blocks human PI4K2A kinase activity; purified PI4K2A, ADP-Glo luminescence, 1 h; active compounds read low; Q9BTU6; hit rate 0.13% among 420,000; AID 1346378; activity change, negative = inhibition, % at 76.9 µM; in the data active means activity change below about -50%; inconclusive means mostly about -30% to -49%;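 further: -100% = wells without enzyme as full effect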
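In this quantitative HTS, ADP production by PI4K2A was quantified luminescently after 1 h at ambient temperature; 100 microM adenosine served as plate-quality control.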
TrxR1 substrate: rat thioredoxin reductase 1 substrate activity. purified TrxR1 substrate turnover, NADPH consumption readout. Potency, µM (series often up to 114 µM), without a hit: top-dose activity change, negative = substrate turnover. hit rate 0.01% among 390,000. AID 588456; further: potency means the concentration at half of the fitted maximal effect; on the % scale 0 is the no-effect control and ±100 the full control effect; nearly all actives have a fitted effect of over 50% in size
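Rat TrxR1, dispensed at 90 nM, was prereduced with 400 uM NADPH (final) for 5 min at ~22 deg C, then incubated with compound 15 min before 400 uM selenite. A first-read NADPH fluorescence drop versus no-compound background flagged substrates.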
Numbers without * were called inactive; ? = inconclusive; / = no result given; [ ] = remark or other dose. Unless noted, the call rests on the fitted dose curve; in most records, active means well fitted curve in the direction sought with a large enough effect; inconclusive means small, poorly fitted or top-dose-only effect, or another doubt; inactive means no such curve, though single readings can be large; an effect the other way counts as inactive or inconclusive. Some of the compounds tested, so the mix of outcomes need not match the whole.

Values run as follows: RXFP1 agonist, LDHA block, Vif-APOBEC3F blk, IDH1 R132H inh, GRP78 ERSR act, Vif-A3G inh, USP1 inh, PI4K2A block, TrxR1 substrate
O=C(NCCNCc1cccs1)c1ccccc1F
    -1.0%, -16, 15%, 1%, -4%, 0%, -16%, 5, 6%[57.1 µM]
COc1ccc(-c2[nH]ncc2CN(C)CCCN2CCOCC2)cc1F
    0.5%, -4, -2%, 5%, -3%, 3%, -22%, 4, 1%[57.1 µM]
CC(NC(=O)c1ccc(F)cc1)c1ccc2c(c1)CCCC2 (stereo not drawn)
    4.1%, 0, /, 0%, -3%, -2%, -19%, -4, 3%
CC(=O)N/C(=C\c1ccccc1)C(=O)OCC(=O)Nc1cc(S(=O)(=O)N(C)C)ccc1C
    1.7%, -10, ?, 4%, 3%, -3%, -18%, -6, -7%
CCCCCn1c(=O)[nH]c2cc(C(=O)NCc3ccco3)ccc2c1=O
    0.0%, -6, -5%, -4%, -1%, 0%, -21%, 6, 6%
O=C(COc1ccccc1)N=C1SC2CS(=O)(=O)CC2N1c1ccccc1F (stereo not drawn)
    -1.9%, -7, -12%, -7%, -6%, -1%, -6%, 2, -4%
CS(=O)(=O)Cc1ccc(C(=O)Nc2cccc(-c3nc4ccccc4[nH]3)c2)cc1
    0.7%, -4, 0%, 0%, 10%, -13%, -18%, -1, 3%
Cc1ccc(C(C)NC(=O)c2ccco2)cc1C (stereo not drawn)
    -0.6%, -5, -14%, -1%, -1%, -13%, -5%, 9, 8%
NC(=O)c1ccc(-c2nnn(CC(=O)N(C3CCCCC3)C3CCS(=O)(=O)C3)n2)cc1 (stereo not drawn)
    0.3%, -2, 3%, 4%, -6%, 2%, -15%, -4, -2%
O=C(Nc1ccccc1)C1=C(O)CC(c2ccoc2)CC1=Nc1ccccc1 (stereo not drawn)
    -1.1%, 4, -7%, 2%, 0%, -3%, 6%, -5, -4%
Cc1ccc(OCC(=O)Nc2sc3c(c2C#N)CCC3)cc1
    0.6%, -7, -4%, 3%, 1%, 1%, -25%, -3, 6%
Cc1nn(-c2cccc3cccnc23)c(=O)c2ccccc12
    -1.4%, -9, -7%, 2%, -3%, -3%, -4%, 4, 1%
COc1ccc(NC(=O)C(C)N2C(=O)c3ccccc3S2(=O)=O)c(OC)c1 (stereo not drawn)
    2.0%, -1, 5%, 11%, -3%, -5%, -8%, -2, 2%
C=CCn1c(=NC(=O)C2COc3ccccc3O2)sc2cc(S(N)(=O)=O)ccc21 (stereo not drawn)
    8.4%, -9, ?, -5%, -1%, -22%, -7%, 0, 0%
COc1ccc(NC(=O)CCC(=O)OCc2ccc(C(=O)Oc3ccc(Cl)cc3)cc2)cc1
    -2.3%, -9, -12%, 2%, -5%, 2%, -7%, 3, 5%
COc1ccccc1C(=O)NNC(=O)c1ccc(NC(=O)c2ccccc2)cc1
    0.4%, -1, 16%, -5%, -2%, 1%, -20%, -6, -1%[11.4 µM]
CC(O)c1cccc(NC2=CC(=O)CC(C)(C)C2)c1 (stereo not drawn)
    -0.1%, -2, -2%, 0%, -2%, 0%, -11%, -1, -8%
COc1ccc(CCNCc2ccc(OCc3ccccc3)cc2)cc1
    0.6%, -2, -13%, -16%, 2%, -6%, -6%, 4, 2%
O=S1(=O)c2ccccc2C(O)(c2ccccc2)c2ccccc21
    /, -6, -3%, 2%, -5%, -2%, -16%, 4, 5%[57.1 µM]
CCCn1nnc(NC(=O)c2ccc(Br)cc2)n1
    1.2%, -5, -12%, 5%, 4%, 0%, -8%, 3, 10%[57.1 µM]
CCCCC(=O)Nc1ccc(F)c(Cl)c1
    1.0%, -5, 0%, 8%, 1%, 2%, -3%, 5, -3%
COc1ccc(-c2nnc(SCC(=O)Nc3cccc(C(F)(F)F)c3)nc2-c2ccc(OC)cc2)cc1
    -0.9%, -1, 0%, -4%, -3%, -2%, -35%, 3, -8%[57.1 µM]
CCc1ccc(Cn2c(CNS(=O)(=O)c3ccc([N+](=O)[O-])cc3)nc3cccnc32)cc1
    0.0%, -3, 0%, 0%, -2%, 1%, -5%, -3, -4%[57.1 µM]
CCC(C)Sc1ccc(-c2nc3ccc(C)cn3c2NC2CCCCC2)cc1 (stereo not drawn)
    16%, 1, -7%, -10%, -9%, -2%, -27%, -7, 84%[activator]
Cc1cc(OCCNCCO)cc(C)c1Cl
    0.5%, -2, -1%, 20%, -5%, -2%, 4%, 11, -8%
Cc1nn(C2CCS(=O)(=O)C2)c(Cl)c1/C=C/C(=O)OCC(=O)N(C)C (stereo not drawn)
    -3.8%, 1, 1%, -7%, 3%, 1%, 4%, -2, 1%[57.1 µM]
Cc1ccc(OCC(=O)N(C)CCc2ccccn2)cc1
    -2.3%, -24, 0%, -1%, 4%, 2%, -9%, 0, 8%[57.1 µM]
CCOC(=O)C1=C[C@@H](c2ccccc2)N(S(=O)(=O)c2ccc(C)cc2)[C@H]1c1cccc(Cl)c1
    /, -3, /, /, -4%, 3%, /, -6, /
COc1cc(/C=C/c2ccc3c(Br)cc(Br)c(O)c3n2)ccc1O
    7.4%, 2, ?, 2%, 28µM*, -7%, -10%, 2, -4%
COc1ccc(CNC(=S)Nc2ccccc2Cl)cc1
    -0.4%, -10, -16%, 0%, 5%, 2%, 1%, 6, -3%
CCc1ccccc1NC(=O)Cn1c(=O)n(CCCCCC(=O)NCc2ccc(C)cc2)c(=O)c2sccc21
    ?, -8, /, /, /, /, -19%, -2, 2%
COc1ccccc1N1CCN(C(=O)CN2C(=O)COc3ccc(S(=O)(=O)N4CCCCCC4)cc32)CC1
    0.9%, -4, -1%, 10%, -3%, -3%, -6%, -3, -2%
CCC(=O)N1CCc2cc(S(=O)(=O)NC(Cc3ccccc3)C(=O)NCc3ccccc3)ccc21 (stereo not drawn)
    -0.2%, -11, -3%, -11%, -4%, 1%, -17%, 3, 0%
CC(=O)NS(=O)(=O)c1ccc(NC(=O)c2cccc3ccccc23)cc1
    /, 4, 20%, -1%, 0%, 0%, -14%, -4, 6%
COc1ccc(S(=O)(=O)Nc2cccc3ccccc23)cc1
    /, -2, /, /, -5%, ?, /, /, 4%
CCC(=O)N1c2ccc(S(=O)(=O)CCC(=O)N3CCN(c4ccccc4)CC3)cc2CC1C (stereo not drawn)
    0.9%, -2, 6%, 0%, -5%, -1%, -5%, 2, -4%
c1csc(-c2nc3ccccn3c2NC2CCCCC2)c1
    7.1%, -4, ?, 14%, 1%, -9%, -10%, 2, 26%[57.1 µM]
Cc1ccc(NC(=O)CSc2nnnn2C2CC2)cc1S(=O)(=O)N1CCOCC1
    4.7%, -9, -9%, 3%, -3%, 0%, -7%, -1, -11%
CC(=O)N1CCN(C(=O)CCNS(=O)(=O)c2ccccc2)CC1
    -0.2%, 0, -5%, 8%, -3%, 10%, -11%, 2, 7%
COc1ccccc1NS(=O)(=O)c1cccc(NC(=O)c2ccc3ccccc3n2)c1
    0.2%, 0, -24%, 1%, -1%, -5%, -22%, 4, -10%
C[C@H]1CN([C@@H](C)CO)C(=O)CCCn2nncc2CO[C@H]1CN(C)C(=O)Cc1ccccc1
    /, -19, 10%, 0%, -3%, 0%, 6%, 2, /
COc1cc(NC(=O)COc2ccccc2)ccc1NC(=O)c1ccco1
    1.0%, -6, -1%, 4%, 1%, 1%, -17%, 2, 0%[57.1 µM]
CCn1c(C)nnc1SCC(=O)Nc1ccccc1OC
    -2.6%, -5, -1%, 4%, -9%, -3%, -17%, 0, 6%[57.1 µM]
CCN(C(=O)COC(=O)c1nccnc1N)c1cccc2ccccc12
    /, -11, 0%, 0%, -4%, 6%, -15%, -3, 45%[activator][57.1 µM]
CCc1cccc(OCCN2CCCC2)c1
    0.1%, -17, 9%, -3%, -4%, 1%, -9%, 0, 2%[57.1 µM]
O=C(CCn1c(=S)[nH]c2ccccc2c1=O)NCCCN1CCCC1=O
    1.9%, 0, -1%, 7%, -5%, 0%, -8%, -1, 1%
CCn1ccnc1CN(C)Cc1cn[nH]c1-c1ccc(F)cc1F
    1.0%, 1, 2%, 0%, -4%, 0%, -9%, 7, 2%[57.1 µM]
O=C(CSc1nnc(C2CC2)n1C1CC1)c1cc(F)ccc1F
    -0.2%, -4, -11%, 4%, 0%, 0%, 8%, 3, -5%
O=C(CNS(=O)(=O)c1ccc(Br)s1)N1CCN(c2ccccc2F)CC1
    -0.3%, -3, 1%, -1%, -1%, 6%, -11%, -2, 5%
COC(=O)C1=NNC(C(=O)OC)C1c1ccccc1 (stereo not drawn)
    /, -2, -11%, 3%, -1%, 0%, -13%, -2, 10%[57.1 µM]

Next section:
Values run as follows: RXFP1 agonist, LDHA block, Vif-APOBEC3F blk, IDH1 R132H inh, GRP78 ERSR act, Vif-A3G inh, USP1 inh, PI4K2A block, TrxR1 substrate
N#Cc1c(/N=C/c2ccco2)oc(-c2ccccc2)c1-c1ccccc1
    2.9%, -4, -7%, 1%, -4%, -5%, -13%, -1, -19%
CCCC(=O)N1CCC1(C)C(=O)Nc1ccc(-n2cncn2)cc1 (stereo not drawn)
    /, -13, /, /, -3%, 1%, /, -5, /
Cc1ccc(C(=O)C2CCN(S(=O)(=O)c3ccc(C(=O)O)cc3)CC2)cc1
    2.0%, -2, 0%, -10%, 0%, 2%, -9%, -4, -3%
O=C(COC(=O)C1=COCCO1)NC(=O)c1ccc(OC(F)F)cc1
    -5.0%, -3, -1%, -2%, 0%, 1%, -7%, 2, 2%[57.1 µM]
